High-throughput results (PubChem)
APP 5UTR inh – APP translation inhibition; 0.82% of 190,000 active; SH-SY5Y APP 5'UTR-luciferase reporter, luminescence; AID 1285; inhibition, % at 2 µM;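 active means inhibition above a set limit, derived from the sample mean plus 3 SD, cut at about 45% in these data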; further: values of inactives mirror those of a sister screen read the other way
Diaph act CS – counter-screen for diaphorase-based assays: diaphorase activators and chemical reducers | Diaphorase/resazurin coupled assay, resorufin fluorescence, 16 min; hits give high values; 1 = vehicle wells, 0 = NADH-free wells | activation factor at 20 µM | 0.005% of 190,000 active;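 active means diaphorase activity raised at least twofold by the compound at 20 µM; inactive means activation factor below 2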
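Test system: Clostridium kluyveri diaphorase, purified enzyme; input: enzyme 0.07 U/mL final; buffer or medium: 50 mM HEPES pH 7.4 with 4.542 mM MgCl2, 0.005% Tween 20; also added: 0.114 mM NADH and 0.1 mM resazurin, final amounts; schedule: 16 min enzyme reaction, ambient temperature; technique: fluorescence of resorufin, 544 nm excitation, 590 nm emission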
STAT1 inh – STAT1 signaling inhibition. NIH 3T3 STAT1-luciferase reporter, IFN-gamma, luminescence. inhibition, % at 5.5 µM. 0.35% of 200,000 active. AID 920;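 active means inhibition above a set limit, the mean inhibition across all tested compounds plus 3 SD, cut at about 34% in these data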;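 further: 0% = IFN-gamma with DMSO and 100% = IFN-gamma with 300 µM nifuroxazide; values of inactives mirror those of a sister screen read the other way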
TLR4-MyD88 BLA – inhibitors of human TLR4-MyD88 binding. HeLa CL3-4 TLR4/MyD88 BLA complementation, FRET ratio. 0.18% of 200,000 active. inhibition, % at 8.4 µM; in the data active means inhibition above about 25%;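 further: 0% = vehicle and 100% = reference inhibitor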
Target sequence (O00206 whole entry, looked up): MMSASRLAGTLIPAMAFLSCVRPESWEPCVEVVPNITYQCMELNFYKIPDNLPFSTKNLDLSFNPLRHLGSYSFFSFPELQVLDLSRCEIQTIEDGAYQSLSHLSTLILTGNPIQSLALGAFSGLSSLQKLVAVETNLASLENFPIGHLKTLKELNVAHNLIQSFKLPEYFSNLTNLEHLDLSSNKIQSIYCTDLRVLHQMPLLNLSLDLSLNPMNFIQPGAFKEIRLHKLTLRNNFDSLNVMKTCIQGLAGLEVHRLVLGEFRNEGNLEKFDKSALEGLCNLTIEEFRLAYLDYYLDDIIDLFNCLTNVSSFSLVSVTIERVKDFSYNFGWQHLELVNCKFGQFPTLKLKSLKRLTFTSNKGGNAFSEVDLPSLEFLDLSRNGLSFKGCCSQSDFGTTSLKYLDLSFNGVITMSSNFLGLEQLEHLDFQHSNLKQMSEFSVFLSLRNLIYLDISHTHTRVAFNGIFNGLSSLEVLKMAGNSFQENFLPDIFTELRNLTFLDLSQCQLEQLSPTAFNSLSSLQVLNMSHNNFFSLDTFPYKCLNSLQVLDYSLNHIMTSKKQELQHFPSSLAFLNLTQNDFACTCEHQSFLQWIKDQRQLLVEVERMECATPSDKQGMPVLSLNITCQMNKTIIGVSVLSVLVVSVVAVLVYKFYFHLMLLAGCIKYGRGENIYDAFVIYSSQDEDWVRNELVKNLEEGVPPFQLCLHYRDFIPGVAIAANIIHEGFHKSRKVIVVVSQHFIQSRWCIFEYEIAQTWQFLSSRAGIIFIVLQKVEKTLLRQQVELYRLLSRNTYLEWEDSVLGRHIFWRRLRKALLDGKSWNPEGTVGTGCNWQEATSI
Target sequence (Q99836 whole entry, looked up): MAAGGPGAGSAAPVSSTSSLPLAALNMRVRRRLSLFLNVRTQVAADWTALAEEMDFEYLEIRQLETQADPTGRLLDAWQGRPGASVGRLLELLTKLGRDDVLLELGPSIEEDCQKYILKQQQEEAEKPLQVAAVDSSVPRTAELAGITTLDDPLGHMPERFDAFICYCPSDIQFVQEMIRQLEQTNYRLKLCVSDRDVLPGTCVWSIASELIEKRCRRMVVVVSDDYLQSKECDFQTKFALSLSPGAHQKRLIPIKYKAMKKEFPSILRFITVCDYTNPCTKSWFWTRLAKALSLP
STAT1 act – activators of IFN-gamma induced STAT1 signaling; NIH 3T3 STAT1-luciferase reporter, luminescence; 100% = IFN-gamma alone, no compound; AID 932; activation (% of control), % at 5.5 µM; 2.6% of 200,000 active;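 active means activation above the screen-wide mean activation plus 3 SD, cut at about 130% in these data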;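 further: raw ratio to IFN-gamma control signal so 100% means no change and 0% no light; values of inactives mirror those of a sister screen read the other way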
STAT3 inh – reduces IL-6 driven STAT3 reporter signal; U3A cells, IL-6 STAT3-luciferase reporter, luminescence; host cell line lacks STAT1; inhibition, % at 5.5 µM; 0.89% of 190,000 active; AID 862;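 active means inhibition above the mean inhibition across all screened compounds plus 3 SD, cut at about 44% in these data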;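 further: 0% = DMSO only wells and 100% = 100 µM nifuroxazide control wells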
G6PDH CS – L. mesenteroides G6PDH inhibition counter-screen; Purified L. mesenteroides G6PDH, diaphorase/resazurin coupled fluorescence, 45 min; inhibition, % at 5 µM; 0.12% of 200,000 active; AID 1020; in the data active means inhibition above about 50%
Hsp70 activator – switches on Hsp70 transcription. HeLa Hsp70 promoter luciferase reporter, luminescence; scaled: vehicle 0, proteasome-inhibitor control 100%. activation, % at 10 µM. 0.04% of 200,000 active;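 active means activation above the mean across all tested compounds plus 3 SD, cutoff set per campaign, cut at about 5.5% in these data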;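 further: 100% = MG132 at 30 µM as the positive control and 0% = DMSO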
Diaph inh CS – inhibits diaphorase or chemically oxidizes, flagging diaphorase assay artifacts. inhibition, % at 20 µM. 0.69% of 190,000 active. diaphorase resazurin-to-resorufin fluorescence, NADH, 16 min; bacterial (C. kluyveri) enzyme, not human. AID 1217;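 active means primary screen inhibition at 20 µM above a set limit, cut at about 50% in these data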;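 further: plate controls were DMSO with full reaction for no effect and wells lacking NADH for full effect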
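Test system: bacterial diaphorase enzyme (C. kluyveri); Quantity: 0.14 U/mL diaphorase, enzyme working solution; Times: reaction incubation of 16 min at room temperature; Measured by: fluorescence of resorufin formed from resazurin, Ex 544/Em 590 nm; Benchmarks: positive control minus NADH, DMSO neutral control.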
STAT3 act – STAT3 signaling activation. U3A cells, IL-6 STAT3-luciferase reporter, luminescence; 100% = signal with IL-6 EC80 alone. activation (% of control), % at 5.6 µM. 0.91% of 190,000 active. AID 871;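 active means activation above the screen-wide mean of compound activation plus 3 SD, cut at about 130% in these data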;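 further: 0% = background luminescence of wells with medium and substrate only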
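Test system: STAT3-luciferase reporter U3A cells; Detection: reporter luminescence signal; Times: 1 h compound pre-exposure, 6 h IL-6 stimulation, 37 °C; Benchmarks: IL-6-only high control; Also added: IL-6 stimulus at 33 ng/mL final.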
The depositor's hits bear a star; . = not tested or not shown.

SMILES	APP 5UTR inh	Diaph act CS	STAT1 inh	TLR4-MyD88 BLA	STAT1 act	STAT3 inh	G6PDH CS	Hsp70 activator	Diaph inh CS	STAT3 act
Cc1ccnc(NS(=O)(=O)c2ccc(NC(=O)c3ccc(C)o3)cc2)n1	-7	1	-4	9	96	-5	3	0.1	2	107
Cc1nn(C)cc1C1Nc2ccccc2C(=O)N1O (centres undefined)	-15	1	-1	-1	101	6	14	-0.1	1	97
O=C(O)CC(c1cccc2ccccc12)N1Cc2ccccc2C1=O (centres undefined)	12	1.1	0	9	99	8	7	0.1	-9	99
CC1CN(c2ccc([N+](=O)[O-])cc2C(=O)N2CCOCC2)CC(C)N1 (centres undefined)	-22	1	3	-8	97	-4	24	-0.2	0	101
O=C(Cc1cccs1)N1CCC(c2nc3c(nnn3Cc3ccccc3Cl)c(=O)[nH]2)CC1	-1	0.8	1	-5	99	3	3	0.1	20	100
CCC(=O)c1ccc(OCCN2CCOCC2)cc1	8	0.9	4	8	96	0	-17	-0.2	14	103
CC(=O)n1c2ccccc2c2ccccc21	4	0.9	2	-12	98	12	10	-0.4	13	95
Cc1ccc(Nc2nc(=O)c3cccnc3s2)cc1	-68	0.9	-41	9	137*	-47	-6	0.2	10	144*
Cc1cnc(NC(=O)COc2ccccc2)s1	-168	0.8	-72	-11	166*	26	15	-0.1	21	82
COC(=O)COc1ccc(NC(=O)Cn2nc(-c3ccccc3)c3ccccc3c2=O)cc1	2	0.9	-2	-10	100	.	7	-0.2	12	.
Cc1ccc(S(=O)(=O)N2CCOCC2)cc1C(=O)NC1CCCCC1	-4	1	1	10	101	10	3	0.6	1	95
CCN(CC)CC#CCOC(c1ccccc1)c1ccccc1	-6	1	-8	-9	108	5	0	-0.1	4	104
CCSc1nc2ccc(OC)cc2cc1C#N	-9	0.9	-14	-2	109	-3	6	0.0	13	104
CCN1CCN(C(=O)Nc2cccc3ccccc23)CC1	57*	0.9	-8	-8	108	-2	-2	-0.4	12	100
Cc1cc(C)nc(N2CCCC(C(=O)Nc3ccc4nc(C)c(C)nc4c3)C2)n1 (centres undefined)	-2	0.7	5	13	96	-3	4	-0.3	27	105
Clc1ccc(-c2nc(NCCN3CCOCC3)c3ccccc3n2)cc1	-30	1	-3	7	102	4	1	-0.2	4	101
CC(=O)c1c(C)[nH]c(C(=O)CSc2nc3ccccc3c(=O)n2CCCN2CCOCC2)c1C	-1	1	2	-19	98	18	15	0.2	-2	93
CCOC(=O)Cn1c(=NC(=O)c2sc3ccccc3c2Cl)sc2cc(S(N)(=O)=O)ccc21	-5	1	-3	-17	103	-8	2	0.6	4	104
NC(=O)C1CCN(C(=O)c2cc3n(n2)C(C(F)(F)F)CC(c2ccco2)N3)CC1 (centres undefined)	3	1	-3	-3	102	-7	20	-0.2	0	110
COc1cccc(N2C(=O)/C(=C\c3cccs3)NC2=S)c1	4	0.7	-20	-7	118	-13	-6	0.0	32	113
COc1ccc(C(=O)N2CCC(C(=O)Nc3ccccc3C)CC2)cc1OC	-12	1.1	0	-1	98	2	12	-0.1	-9	102
c1ccc(-c2cn3c(n2)SCC3)cc1	-33	1	-19	-4	114	10	11	-0.1	5	93
O=C(/C=C/c1ccccc1)Oc1ccccc1C(=S)N1CCOCC1	-3	0.9	17	0	83	3	9	0.0	9	101
CCc1nnc(NC(=O)c2cccc(S(=O)(=O)N3CCc4ccccc43)c2)s1	10	0.9	2	-6	98	6	1	-0.4	9	97
Cc1ccc(C(=O)C[n+]2cc(-c3ccc(C)cc3)n3c2CCCCC3)cc1	-4	1	28	12	75	71*	4	-0.2	-4	46
COc1cccc(OC)c1NC(=O)c1nc2c(nnn2Cc2ccccc2Cl)c(=O)[nH]1	-11	0.9	4	3	96	-8	10	1.2	6	110
COC(=O)c1ccccc1NC(=O)C1CCCO1 (centres undefined)	20	0.9	-4	6	104	-2	-3	0.1	11	100
CC(=O)c1ccc(N2CCN(C(=O)c3ccc4c(=O)n(-c5ccccc5)c(=O)[nH]c4c3)CC2)cc1	5	1	-7	2	106	12	2	-0.5	-3	92
Cc1cc(C)c2cc(C#N)c(NCCNC(=S)NCCCN3CCOCC3)nc2c1	3	1	-4	-7	102	30	0	-0.3	0	79
Fc1ccc(CNCc2ccccc2C(F)(F)F)cc1	14	1	5	-6	95	13	4	-0.1	4	93
NC1=NN=C(c2ccc3c(c2)OCCO3)CS1	-81	0.9	49*	3	54	66*	-4	-0.2	5	47
O=C(c1ccccc1)N1CCN(CC2CC=CCC2)CC1 (centres undefined)	7	1	6	9	95	13	4	-0.3	3	93
c1ccc(-c2cnnc(SCc3cn4cccnc4n3)n2)cc1	-3	0.9	2	22	99	2	5	-0.1	15	102
Cc1ccc(C)c(NC2=NC3(CCCCC3)N=C(N)N2)c1	-9	0.9	3	0	96	3	1	0.0	13	99
COc1ccccc1NC(=O)CN1CCN(CC(=O)Nc2ccc(F)cc2)CC1	-6	1.1	1	-4	100	-4	6	-0.2	-12	107
Cc1c(C(=O)NCc2cccnc2)oc2ccc(S(=O)(=O)N3CCC4(CC3)OCCO4)cc12	4	0.8	-1	-2	101	3	2	-0.2	16	98
CCC(=O)OC1CSc2nc3ccccc3n2C1 (centres undefined)	-2	1	5	-10	95	8	6	-0.1	1	101
Cc1ccc(Nc2cc(C)nc(N3CCOCC3)n2)c(C)c1	5	0.8	-3	-2	102	2	-2	-0.3	21	100
O=C(Nc1ccc(N2CCOCC2)cc1)c1cn2ccccc2n1	-108	1.1	28	1	75	76*	2	-0.4	-11	39
CC1CC(=O)C2=C(C1)OC(N)=C(C#N)C2c1coc2ccccc2c1=O (centres undefined)	-14	0.8	6	-9	95	7	4	0.0	20	97
O=C(COC(=O)c1cncc(Br)c1)NCc1ccccc1Cl	-18	0.9	-3	-8	103	-5	9	-0.1	11	109
CCOc1cc(-c2nc(-c3ccc(C)nc3OC)no2)cc(OCC)c1OCC	-2	1	3	-1	98	3	2	-0.1	1	100
CS/C(=C\[N+](=O)[O-])Nc1ccc(OC(F)(F)F)cc1	5	0.8	-11	-4	110	-15	2	0.0	15	121
CCOC(=O)COc1ccc(S(=O)(=O)NCc2ccncc2)cc1	2	0.9	26	6	80	70*	-21	0.1	9	43
O=C(CSc1ccc(Br)cc1)NCC1CCCO1 (centres undefined)	-16	1	-14	-25	113	8	1	-0.2	2	100
FC(F)(F)c1ccccc1NC(=S)N1CCN(c2ccccn2)CC1	-1	0.9	-2	7	100	10	1	0.6	8	97
CC(C)C1N(C(=O)CN2CCCCC2)CCN1S(=O)(=O)c1ccccc1 (centres undefined)	-12	1	0	-1	100	-1	10	-0.1	-2	107
Cc1noc(C)c1COc1cccc(C(=O)Nc2ccc(OCc3ccccc3)cc2)c1	-11	0.8	-1	9	101	34	-1	-0.1	18	76
COc1cccc(-n2nnc3c(=O)n(CC(=O)NCC4CCCO4)cnc32)c1 (centres undefined)	5	1	0	-8	100	7	-8	-0.1	5	101
CCOC(=O)c1cnc2c(c(C)nn2CC)c1NC1CC1	20	0.9	2	0	97	2	2	0.6	11	102
Additional results follow:
SMILES	APP 5UTR inh	Diaph act CS	STAT1 inh	TLR4-MyD88 BLA	STAT1 act	STAT3 inh	G6PDH CS	Hsp70 activator	Diaph inh CS	STAT3 act
CC(C)N(C)CCOC(=O)c1ccccc1Br	-12	1	5	-1	96	7	6	-0.2	-2	93
O=C(Nc1ccc(O)cc1)c1cc2n(n1)C(C(F)(F)F)CC(c1ccco1)N2 (centres undefined)	-15	0.8	-9	4	109	-2	6	-0.2	21	106
O=[N+]([O-])c1ccccc1CSc1nnc2ccccn12	-23	1	-25	-2	121	-4	-1	-0.1	4	106
CCOc1ccc(OCC)c(NC(=O)C2CCCN(S(=O)(=O)c3c(C)n[nH]c3C)C2)c1 (centres undefined)	11	0.7	0	-5	100	12	0	-0.3	27	97
Cc1ccccc1Cn1nc(C)c(NC(=O)C2(C)CC2(Cl)Cl)c1C (centres undefined)	13	1	2	0	98	0	6	-0.2	3	105
CC(NC(=O)COC(=O)C1=COCCO1)C12CC3CC(CC(C3)C1)C2 (centres undefined)	-4	1.1	3	-5	97	-2	12	-0.4	-5	104
FC(F)(F)c1cccc(N2CCN(C(=S)NCC3CCCO3)CC2)c1 (centres undefined)	9	0.8	8	-10	92	12	1	-0.4	21	92
Cc1c(NC(=O)CSc2nc3ccccc3[nH]2)c(=O)n(-c2ccccc2)n1C	14	0.7	-8	8	107	10	18	0.0	29	96
O=C(Nc1ccncc1NC(=O)c1cccc([N+](=O)[O-])c1)c1cccc([N+](=O)[O-])c1	3	0.9	3	-2	96	9	4	0.4	12	97
Cc1nc(N2CCN(Cc3ccccc3)CC2)nc2c1C(=O)CC(c1ccco1)C2 (centres undefined)	-4	0.9	-1	3	101	11	-2	0.0	11	92

Four compounds from above, reduced to TLR4-MyD88 BLA:
SMILES | TLR4-MyD88 BLA
CCc1nnc(NC(=O)c2cccc(S(=O)(=O)N3CCc4ccccc43)c2)s1 | -6
Cc1ccc(C(=O)C[n+]2cc(-c3ccc(C)cc3)n3c2CCCCC3)cc1 | 12
COc1cccc(OC)c1NC(=O)c1nc2c(nnn2Cc2ccccc2Cl)c(=O)[nH]1 | 3
COC(=O)c1ccccc1NC(=O)C1CCCO1 (centres undefined) | 6

Next part:
SMILES	APP 5UTR inh	Diaph act CS	STAT1 inh	TLR4-MyD88 BLA	STAT1 act	STAT3 inh	G6PDH CS	Hsp70 activator	Diaph inh CS	STAT3 act
CC(C)C(=O)NC(NC(=S)Nc1cccc2cccnc12)C(Cl)(Cl)Cl (centres undefined)	-11	0.8	6	-14	95	10	2	-0.4	17	96
Cc1ccc(C(=O)OC(C(=O)Nc2ccc(Cl)cc2C(F)(F)F)c2ccccc2)cc1 (centres undefined)	-13	0.9	1	8	99	-4	2	-0.1	12	105
Cc1[nH]n(-c2ccccc2)c(=O)c1N=Nc1nccs1	.	0.8	8	-6	93	-30	9	-0.4	17	123
Cc1cccc(C)c1NC(=O)C(=O)NCCc1c[nH]c2ccccc12	1	0.9	-1	3	101	9	4	-0.2	6	98
CC1(C)Cc2c(sc3nc(-c4ccccc4)n(N)c(=O)c23)CO1	-26	0.9	-16	-1	115	22	8	0.0	8	84
COc1cccc(CNC(=O)c2ccc(S(=O)(=O)N3CCCC3)cc2)c1	-3	0.8	5	-7	95	3	7	-0.4	23	98
Cc1cc(C)cc(NC(=O)COC(=O)CN=C2NS(=O)(=O)c3ccccc32)c1	-8	0.9	11	-13	89	13	0	-0.3	6	93
O=C(COc1ccccc1)NC1CCN(Cc2ccccc2)CC1	-16	0.9	1	15	97	-10	2	-0.3	8	111
